Shn3 inh set2 – reduces Shn3 3'UTR luciferase signal in osteoblasts; AID 588674; inhibition, % at 12.5 µM; Clone20 osteoblast Shn3 3'UTR firefly luciferase, 24 h; actives 0.52% (n = 360,000);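 active = mean inhibition of at least 75% with every replicate also reaching 75%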;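 note: 0% = median of neutral control wells and 100% = pilot-screen positive control compound; some compounds past the cut are filed as inactive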
NR2E3 ag-1 – human photoreceptor-specific nuclear receptor agonism. CHO-S Gal4-NCOR/VP16-NR2E3 two-hybrid, luciferase. inhibition of corepressor binding, % at 3.98 µM. actives 0.35% (n = 360,000). AID 602229;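 active = inhibition above the mean of all tested compounds plus 3 SD, cut at about 70% in these data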;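 note: 0% = DMSO with NR2E3 transfected cells and 100% = cells lacking NR2E3 construct; higher means lower luciferase signal from less NR2E3 corepressor binding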
Target sequence (Q9Y5X4 whole entry, looked up, the tested form may be a part): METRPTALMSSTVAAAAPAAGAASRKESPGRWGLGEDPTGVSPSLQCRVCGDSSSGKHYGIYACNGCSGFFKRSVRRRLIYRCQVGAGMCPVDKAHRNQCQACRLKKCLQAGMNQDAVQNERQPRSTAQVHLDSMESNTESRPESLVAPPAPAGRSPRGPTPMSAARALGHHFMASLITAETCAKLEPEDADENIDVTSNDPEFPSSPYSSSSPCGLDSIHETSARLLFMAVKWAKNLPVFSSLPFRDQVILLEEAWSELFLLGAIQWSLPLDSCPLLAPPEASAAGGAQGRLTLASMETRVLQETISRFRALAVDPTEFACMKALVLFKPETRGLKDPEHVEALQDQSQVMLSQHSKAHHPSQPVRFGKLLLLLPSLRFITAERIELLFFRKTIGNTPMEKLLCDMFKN
Vif imaging – blocks HIV Vif function. HEK293T cells, Vif self-association by quenched fluorescence, imaging, 24 h. actives 0.35% (n = 340,000). inhibition, % at 7.49 µM. AID 602346; in the data active = inhibition above about 50%, passing the limit was not always enough; note: some results filed as inactive read as strong as hits
CaV13 ICDI inh – Primary screen for inhibitors of IQ motif and Ca2+-dependent inactivation inhibitor domain binding in CACNA1D, Förster resonance energy transfer in living cells, … | HEK cells, CFP/YFP FRET ICDI-IQ, plate reader, 10 min; percent FRET-ratio fall versus neutral wells | inhibition, % at 12.3 µM | actives 0.098% (n = 340,000) | AID 743397;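 active = mean replicate inhibition of at least 30% and at least 1% of replicates passing that level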;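 note: 0% = median of the neutral control wells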
KKLEB cytotox – reduces viability of KKLEB cystic fibrosis airway cells; KKLEB CF airway cells viability, ATPlite luminescence, overnight; hits give low values; cells stimulated with P. aeruginosa culture filtrate; actives 0.36% (n = 360,000); activity change (cytotoxicity), % at 5 µM;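 active = corrected activity change at or below -50% at 5 µM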
HIF-2a inh – inhibitors of HIF-2a; 786-0 RCC cells HIF-2a reporter, luciferase luminescence, overnight; inhibition, % at 18.8 µM; actives 0.72% (n = 360,000); AID 624352;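 active = inhibition of the luminescence signal of 40% or more relative to plate controls, in a single-dose primary screen at 18.75 µM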
NR2E3 ag-2 – NR2E3 (human) agonism | AID 2300 | actives 0.12% (n = 320,000) | inhibition of corepressor binding, % at 4.78 µM | GST-NR2E3/biotin-RetCOR TR-FRET, 1536-well;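 active = percent inhibition above the cutoff of mean plus 3 SD of all tested compounds, set per screening campaign, cut at about 20% in these data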;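 note: 0% = DMSO wells and 100% = biotin wells as full block of FRET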
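Material: NR2E3–RetCOR corepressor complex / Incubation: Compound–protein incubation for 5 h at 4 °C / Dosing: compound at 4.8 µM, single dose / Detection: time-resolved FRET / Benchmarks: high control biotin, low control 0.6% DMSO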
PDI inh – inhibitors of human protein disulfide isomerase | actives 0.052% (n = 350,000) | inhibition, % at 10 µM | PDI insulin aggregation turbidity, A650, 90 min | P07237 | AID 588391;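 active = mean inhibition across replicates of 30% or more, whatever share of single replicates reach that level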;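 note: absorbance from insulin aggregation driven by PDI reduction with DTT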
Target sequence (P07237 whole entry, looked up): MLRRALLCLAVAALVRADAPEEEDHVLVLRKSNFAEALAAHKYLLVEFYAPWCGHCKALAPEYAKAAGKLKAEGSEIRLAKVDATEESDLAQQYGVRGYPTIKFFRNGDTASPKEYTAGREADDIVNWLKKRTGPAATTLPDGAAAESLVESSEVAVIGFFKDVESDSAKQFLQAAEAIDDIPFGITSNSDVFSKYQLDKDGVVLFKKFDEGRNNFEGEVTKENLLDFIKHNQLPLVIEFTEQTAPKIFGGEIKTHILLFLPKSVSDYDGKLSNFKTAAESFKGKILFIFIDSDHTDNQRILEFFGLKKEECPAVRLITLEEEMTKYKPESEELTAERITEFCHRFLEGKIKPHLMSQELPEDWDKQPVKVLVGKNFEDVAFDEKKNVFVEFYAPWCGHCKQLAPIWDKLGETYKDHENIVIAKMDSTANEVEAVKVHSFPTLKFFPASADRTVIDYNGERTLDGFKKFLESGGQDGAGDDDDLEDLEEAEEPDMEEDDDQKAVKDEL
Peg3 promoter – Peg3 promoter activity inhibition; HeLa PEG-Prom luciferase reporter, luminescence, overnight; inhibition, % at 20 µM; actives 1.7% (n = 360,000); AID 588405;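 active = inhibition of at least 50% at 20 µM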
CF NFkB block – blocks PAF-induced NF-kB reporter in cystic fibrosis cells; KKLEB NF-kB-GFP reporter, GFP fluorescence overnight; inhibition, % at 5 µM; actives 0.86% (n = 360,000);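 active = at least 50% inhibition at 5 µM, scaled per plate between neutral and stimulator controls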;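 note: PAF is a Pseudomonas aeruginosa culture filtrate used as stimulus; plate controls were PAF-stimulated DMSO wells for no effect and unstimulated DMSO wells for full effect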
TRPM1 prom inh – reduces MITF-dependent TRPM1 promoter luciferase signal | inhibition, % at 12.5 µM | SK-MEL-5 TRPM1 promoter luciferase, 24 h | actives 0.83% (n = 330,000) | AID 488899;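 active = mean inhibition across replicates of 60% or more, whatever share of single replicates reaches that level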; note: values of inactives mirror those of a sister screen read the other way
* = called active by the depositor; / = not tested or not shown.

SMILES	Shn3 inh set2	NR2E3 ag-1	Vif imaging	CaV13 ICDI inh	KKLEB cytotox	HIF-2a inh	NR2E3 ag-2	PDI inh	Peg3 promoter	CF NFkB block	TRPM1 prom inh
O=C(CCN1CCOCC1)c1ccc2c(c1)OCCO2	2.7	-18.2	0.8	-5.2	2.7	6.0	-3.6	2.4	-10.4	-14.5	2.2
CCOC(=O)/C=C/C(=O)Nc1ccc(S(=O)(=O)Nc2cc(C)on2)cc1	14.7	-31.0	5.0	-3.0	2.4	8.2	6.0	5.2	5.7	1.6	5.0
Cc1ccc(S(=O)(=O)N2CCOCC2)cc1NC(=O)CSc1nnnn1C1CC1	-32.5	-8.1	/	-5.1	7.0	6.6	/	0.6	2.2	-17.9	/
O=C(NN1C(=O)C2C3CCC(O3)C2C1=O)c1ccc(Br)o1 (configuration not stated)	1.6	-14.6	-17.8	-5.1	-11.1	2.9	0.4	-2.1	13.1	20.1	-2.7
CCSc1nnc(-c2ccncc2)o1	-11.3	-23.5	20.3	-5.1	-1.1	5.5	-3.6	-4.8	0.5	-11.3	-2.3
CC1=NNC(=O)/C1=C\c1cn(-c2ccccc2)nc1-c1ccccc1	97.3*	-3.5	-7.9	-4.9	-42.5	95.4*	3.7	5.5	104.4*	93.5*	94.5*
O=C(NC(=S)NNC(=O)c1ccccc1O)c1cccs1	-30.0	-17.0	15.7	-4.4	0.2	-28.9	3.9	-6.5	3.8	2.1	0.8
COc1cc(OC)cc(-c2noc(-c3csc([C@@H]4O[C@H](CO)[C@H](O)[C@H](O)[C@H]4O)n3)n2)c1	1.8	4.5	3.6	-4.8	8.3	-3.9	/	-6.5	-6.6	17.1	/
COc1cc(/C=N/NC(=O)CCN2CCN(C(c3ccccc3)c3ccccc3)CC2)ccc1O	18.2	-37.6	2.3	-17.6	25.0	15.5	-2.2	-1.4	23.7	-1.1	6.4
CCN1C(=O)[C@H]2[C@@H](c3ccc(-c4ccc(C(C)=O)cc4)cc3)N[C@@](Cc3ccccc3)(C(=O)OC)[C@H]2C1=O	15.3	7.5	-1.0	-11.5	5.8	15.0	2.4	-4.4	14.5	12.0	4.1
COc1cc(C(=O)Nc2ccncc2)c([N+](=O)[O-])cc1OC	-78.4	4.2	4.4	-4.6	-8.0	21.3	5.8	-4.9	1.7	-18.1	5.9
O=C1CCc2cc(NS(=O)(=O)c3ccc(F)cc3)cc3c2N1CCC3	28.2	34.0	6.5	-7.4	-23.9	-18.3	-1.9	-6.5	-27.8	5.5	-2.5
N#C/C(=C\N1CCN(Cc2ccc3c(c2)OCO3)CC1)c1nc2ccccc2s1	-2.4	-12.5	3.7	-5.9	5.6	-65.3	-0.2	-3.3	-32.0	-30.7	0.4
CCOc1cc(Br)c(CC(=O)O)cc1OCC	3.0	-19.1	0.6	-2.6	-2.3	13.8	-1.1	-5.1	9.1	-16.1	-11.9
CC(=O)N/N=C\c1ccccc1OC/C=C/c1ccccc1	-119.9	-46.4	7.8	-3.3	7.4	-104.2	/	1.4	-262.4	-27.8	-80.9
COc1ccc(N2CCN(C(=O)c3cc(=O)[nH]c4ccccc34)CC2)cc1	8.3	-34.0	4.2	-6.0	11.6	8.4	1.5	-0.3	2.9	8.5	16.6
Cc1cc2cc(CNC(=O)Cc3cccs3)ccc2n1C	7.8	-0.7	/	/	0.6	11.3	2.3	/	2.8	-5.1	11.1
S=C(NCc1ccco1)Nc1cc(Cl)c(Cl)cc1Cl	-32.0	11.3	-1.7	-12.8	9.0	-71.1	-2.1	-2.7	-22.9	8.6	-10.2
Cc1ccc(C2=NOC(C)(c3nnc(Cc4ccccc4)o3)C2)cc1 (configuration not stated)	10.4	-7.0	/	-10.3	8.1	-1.2	3.0	-3.3	1.1	-11.8	-3.4
O=C(CCn1nc(-c2ccccc2)ccc1=O)N1CCCC1	-12.0	10.5	5.9	-4.7	0.4	-20.3	2.2	-8.5	-21.3	13.4	-3.0
COC(=O)c1ccc(NC(=O)CNS(=O)(=O)c2cccs2)cc1	-4.8	-5.0	2.5	-4.4	12.3	-37.8	3.0	0.1	-23.1	-11.1	-1.6
COc1ccc(S(=O)(=O)CC2(O)CCN(C(=O)CC(C)C)CC2)cc1	1.1	-16.3	-1.3	-6.1	-1.4	9.1	-3.2	7.7	3.0	-1.1	18.9
Cc1ccc(NC(=O)CCS(=O)(=O)c2ccc(Br)s2)cc1	25.6	0.8	-2.5	-3.1	6.3	-62.3	5.0	1.9	-4.9	20.4	-9.2
CC(C)N(Cc1nc(-c2ccccc2)no1)C(=O)CN(C)S(=O)(=O)c1ccccc1	4.6	-2.1	11.7	-1.6	-8.4	20.2	1.7	2.3	18.1	9.5	17.6
C/C(CC(C)(C)C1CCCCC1)=N\NC(N)=S	0.1	80.7*	-11.6	-5.1	17.0	-64.5	2.0	6.6	42.8	-18.4	19.7
CC(OC(=O)c1ccc(Br)o1)C(=O)Nc1ccc2c(c1)OCCO2 (configuration not stated)	4.4	-6.6	18.4	-6.2	3.1	3.0	1.2	-1.2	-16.4	-2.3	-0.4
Cn1c(O)c(C(C#N)=C2N=c3ccccc3=N2)c2ccccc21	10.0	-12.2	-0.5	-4.7	-2.4	-21.5	3.1	-15.6	-1.6	-75.5	8.7
COc1ccc(CCNC(=O)CSCc2ccc(Br)cc2)cc1OC	-5.0	-15.0	-0.7	-1.2	-13.8	15.6	0.8	3.4	9.8	14.3	1.3
CCCN1C(=O)c2[nH]nc(-c3cc(Cl)c(C)cc3O)c2C1c1ccc(O)c(OC)c1 (configuration not stated)	17.0	-27.3	-12.1	-7.5	3.0	28.2	-1.1	-5.1	43.1	-0.9	-5.1
O=C(CN1C(=O)C(=O)N(C2CCCC2)C1=O)NCCc1ccc(F)cc1	0.1	-31.7	0.3	-5.0	7.2	12.1	/	-2.6	3.3	-12.0	20.6
COc1ccc(C(O)c2ncc(-c3ccccc3C)[nH]2)cc1 (configuration not stated)	16.7	-21.4	-3.2	-6.2	0.9	-26.9	/	-0.9	-0.7	-17.8	/
CC(C)(C)C(=O)CCN1C(=O)C2(OCCO2)c2ccccc21	-18.8	-0.1	0.6	-0.2	0.8	10.5	5.7	-2.1	2.0	-2.6	6.3
O=C(N/N=C/c1cc([N+](=O)[O-])ccc1O)C1CCCCC1	-0.6	-11.4	-0.7	-4.2	3.9	-0.3	-2.6	-2.7	13.9	28.5	14.1
OCCNC(=S)Nc1cc(Cl)cc(Cl)c1	-2.2	-4.0	0.4	-3.4	-1.3	22.3	-4.4	0.6	28.0	-3.4	-2.8
COc1ccc(CC(=O)Nc2cccc3c2CCCC3)cc1	4.8	-18.7	12.7	-19.6	-2.3	-14.7	0.7	-3.5	11.4	-6.9	/
Nc1cc(C(=O)OCC(=O)N2CCN(C(=O)COC(=O)c3ccc(Cl)c(N)c3)CC2)ccc1Cl	6.0	-18.6	-1.7	-4.6	9.9	16.3	/	-1.0	9.3	5.9	8.2
c1ccc(OCC2CCNCC2)nc1	-3.3	-0.9	-3.5	-0.8	-1.0	13.5	-2.1	-1.8	-4.9	3.6	-7.3
COc1ccc(Cn2c(=O)oc3ccc(C)cc32)cc1	6.9	-10.8	-0.2	-5.3	-9.6	-1.7	-2.7	5.1	-6.3	26.3	14.6
Cc1nnc(CN(C)C(=O)CC2C(=O)NCCN2Cc2ccccc2C)o1 (configuration not stated)	-4.9	2.3	3.8	-2.9	2.6	16.4	-0.4	6.9	1.2	-5.0	-0.2
CCN(CC)C(=O)C1CCN(Cc2cccc(OCc3ccccc3)c2)CC1	-4.2	-10.8	1.2	-5.0	-4.2	-7.7	-2.2	4.9	-4.6	0.2	-10.5
CC(C)Cc1nnc(NC(=O)c2ccc(N3CCCC3=O)cc2)s1	2.2	-2.9	0.4	-5.8	-12.8	-36.1	5.1	-4.4	-14.6	24.9	-15.1
Cc1ccc(-n2cnc3c(=O)[nH]cnc32)cc1	-2.6	-51.4	-3.3	-2.2	19.8	-12.0	/	9.7	-12.9	11.7	-3.3
COc1ccccc1C/C(N)=N/OC(=O)COc1cc(C)cc(C)c1C	-10.2	7.5	-1.3	-3.7	5.9	9.1	-1.4	-0.1	3.2	1.3	11.5
O=C(c1ccc(CS(=O)c2cccc(Cl)c2)o1)N1CCN(c2ccccn2)CC1 (configuration not stated)	14.5	-11.0	-2.8	-14.8	-9.4	8.2	4.0	-5.2	24.5	18.7	-1.1
Cc1ccc(C)c(S(=O)(=O)N2CCCOC2CNC(=O)C(=O)NC2CCCC2)c1 (configuration not stated)	16.5	-23.3	-3.6	/	-8.1	10.8	9.8	8.2	10.3	1.5	8.5
Cc1ccnn1CCC(=O)N1CCCC(Nc2ccc(C(C)C)cc2)C1 (configuration not stated)	2.8	-10.0	4.2	-14.5	2.5	-10.4	/	-3.3	10.6	12.3	/
O=C(CN1C(=O)COc2ccccc21)NCc1ccc(C(=O)O)cc1	-33.7	14.4	2.5	-4.3	-2.7	12.4	-1.7	3.2	7.1	12.0	-9.9
C=CCNc1ncnc2c1cnn2-c1ccc(OC)cc1	-40.7	-80.6	-4.7	-4.5	15.7	-175.7	3.0	-6.2	-235.3	-6.1	-51.3
COC(=O)[C@@]1(Cc2ccc(F)cc2)[C@H]2c3cc(C(=O)N(C)C)n(C[C@H](O)CO)c3C[C@H]2CN1C(=O)c1ccccc1	-21.2	-11.5	-2.0	-8.1	-14.5	10.6	5.4	1.5	10.3	11.3	-2.9
O=C(NCc1ccncc1)C(=O)N/N=C/c1ccc(OCc2ccccc2)cc1	-16.2	-33.7	-8.4	-1.6	4.2	7.5	-0.4	-2.3	-34.4	-2.2	-31.1
NC(=O)C1(N2CCCCC2)CCN(C2CC(=O)N(Cc3cccs3)C2=O)CC1 (configuration not stated)	4.5	-31.0	/	/	-6.1	18.5	-0.6	-1.1	14.3	9.9	4.0
CCc1ccc(C(N)=S)cc1	-3.8	7.7	1.7	-1.2	4.5	5.9	-1.3	0.1	-3.0	-4.3	4.0

Source: PubChem BioAssay (several laboratories)
